RPL19A-GFP yeast: RPL19A-GFP expression modulators in yeast, primary screen, cell-based, S. cerevisiae, multiplex flow cytometry, MLPCN. S. cerevisiae RPL19A-GFP strain, 3 h; active compounds read low. percent response vs DMSO, % at 10 µM. actives 0.3% (n = 330,000);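 active means percent response vs DMSO below 50%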;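 further: median channel GFP fluorescence of the barcoded RPL19A-GFP strain; ratio of sample median GFP to plate DMSO average so 100% = DMSO; lower means less RPL19A-GFP as with rapamycin TOR inhibition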
AGP1 TOR yeast: modulators of AGP1-GFP expression in yeast TOR pathway, primary screen, cell-based, multiplex flow cytometry, S. cerevisiae, MLPCN library; actives 0.02% (n = 320,000); 3 h; GFP as percent of DMSO wells; GFP response vs DMSO, % at 10 µM;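 active means GFP response relative to DMSO above a set limit, near screen average plus 3 SD, cut at about 150% in these data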;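 further: median GFP channel fluorescence of the gated AGP1 strain per well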
CR mimetic SO: reduction of superoxide in aged yeast, primary screen, HTS. S. cerevisiae aged cells, superoxide DHE fluorescence; active compounds read low. superoxide response (% of plate mean), % at 10 µM. actives 0.18% (n = 330,000). AID 2690, 2010;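 active means superoxide response under a set limit, about three screen SD below normal, cut at about 65% in these data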;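 further: yeast aged for seven days with compound at 30 °C before DHE staining; 100% = average MFI of all compound-treated wells on the plate with controls excluded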
Efflux pump inh: inhibitors of Candida efflux pumps in yeast, primary screen, S. cerevisiae, Nile Red, multiplex | S. cerevisiae Candida pump triplex | actives 0.44% (n = 330,000) | inhibition, % at 10 µM;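 active means plate passing quality check with inhibition over a set limit, or well fluorescence over plate mean plus 4 SD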;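 further: Nile Red retained in pooled yeast measured as flow cytometry median fluorescence; 0% = buffer negative control and 100% = Enniatin B positive control; higher means more Nile Red kept so more efflux inhibition; some compounds called inactive have numbers as strong as hits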
AHR activator: AHR activators, primary screen, cell-based, luminescence, luciferase reporter, human | Aryl hydrocarbon receptor (Homo sapiens), P35869 | AHR-responsive luciferase reporter cells | activation, % at 5 µM | actives 2.5% (n = 320,000); in the data active means activation above about 47%;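 further: 0% = vehicle wells and 100% = reference agonist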
Target sequence (P35869 whole entry, looked up): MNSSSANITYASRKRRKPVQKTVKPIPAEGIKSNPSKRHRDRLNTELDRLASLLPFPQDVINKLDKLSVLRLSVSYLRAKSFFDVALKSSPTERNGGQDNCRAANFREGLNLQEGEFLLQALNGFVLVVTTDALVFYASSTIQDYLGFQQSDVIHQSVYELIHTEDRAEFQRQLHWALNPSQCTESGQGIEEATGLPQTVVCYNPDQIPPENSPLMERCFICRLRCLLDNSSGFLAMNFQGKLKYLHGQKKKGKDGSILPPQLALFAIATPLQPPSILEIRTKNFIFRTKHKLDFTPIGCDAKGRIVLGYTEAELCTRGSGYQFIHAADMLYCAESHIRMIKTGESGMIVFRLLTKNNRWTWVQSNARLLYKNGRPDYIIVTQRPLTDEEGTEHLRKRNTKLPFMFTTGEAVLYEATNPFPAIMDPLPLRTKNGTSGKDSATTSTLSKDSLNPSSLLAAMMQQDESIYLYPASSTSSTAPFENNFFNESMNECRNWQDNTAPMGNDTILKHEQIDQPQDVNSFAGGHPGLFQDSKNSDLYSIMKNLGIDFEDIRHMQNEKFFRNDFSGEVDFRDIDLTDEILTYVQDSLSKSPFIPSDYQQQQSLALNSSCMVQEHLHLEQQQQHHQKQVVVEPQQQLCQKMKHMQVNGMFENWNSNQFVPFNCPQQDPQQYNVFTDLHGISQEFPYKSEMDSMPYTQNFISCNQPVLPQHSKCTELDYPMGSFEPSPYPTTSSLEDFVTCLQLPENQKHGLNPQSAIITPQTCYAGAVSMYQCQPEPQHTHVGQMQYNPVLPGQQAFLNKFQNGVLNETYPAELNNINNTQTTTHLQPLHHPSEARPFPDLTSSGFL
MEP2 TOR yeast: modulators of MEP2-GFP levels in yeast, primary screen, S. cerevisiae, multiplex flow cytometry, MLPCN library | S. cerevisiae MEP2-GFP strain, 3 h; 100% = DMSO control level | GFP response vs DMSO, % at 10 µM | actives 0.51% (n = 330,000);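 active means GFP response versus DMSO above a set limit, roughly screen mean plus 3 SD, cut at about 180% in these data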;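 further: median GFP fluorescence of the barcode-gated MEP2-GFP cells per well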
CIT2-GFP yeast: modulators of CIT2-GFP expression in yeast, primary screen, S. cerevisiae, GFP fusion, multiplex flow cytometry, MLPCN library; S. cerevisiae CIT2-GFP strain, 3 h; 100 means same as DMSO wells; GFP response vs DMSO, % at 10 µM; actives 0.065% (n = 320,000); AID 2029, 2009;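 active means GFP response relative to DMSO above a set limit, near the screen mean plus 3 SD, cut at about 150% in these data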;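 further: ratio of well median GFP fluorescence to mean of DMSO wells on the plate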
LAP4-GFP MLPCN: modulators of LAP4-GFP expression in yeast, primary screen, S. cerevisiae, multiplex flow cytometry, MLPCN library. 3 h; median GFP as percent of DMSO wells. GFP response vs DMSO, % at 10 µM. actives 0.34% (n = 320,000). AID 2023, 2009;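 active means GFP response vs DMSO above a set limit, about the screen mean plus 3 SD, cut at about 150% in these data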
* hit, by the source's call; · = not tested or not shown.

Order of results: RPL19A-GFP yeast, AGP1 TOR yeast, CR mimetic SO, Efflux pump inh, AHR activator, MEP2 TOR yeast, CIT2-GFP yeast, LAP4-GFP MLPCN
CCOc1c(O)ccc(C2NC(=O)N(C)C(C)=C2C(=O)OC)c1[N+](=O)[O-] (stereo not drawn)
    96, 103, 95, -0.1, 3, 100, 100, 92
NC(CS(=O)O)C(=O)O (stereo not drawn)
    105, 101, 108, 0.0, -5, 97, 95, 107
Clc1ccc(Nc2ncnc3c2cnn3-c2ccccc2)cc1
    108, 101, 103, -0.1, -9, 98, 93, 109
COc1ccc(CCC(=O)NCCc2ccc(Cl)cc2)cc1
    96, 92, 102, 0.0, -2, 96, 87, 92
CCOC(=O)c1oc2c(c1C)/C(=N/O)CCC2
    99, 97, 108, 0.0, 1, 94, 91, 103
CCn1cc(C(=O)NN)c(=O)c2cc(F)c(N3CCOCC3)cc21
    104, 98, 99, -0.3, 0, 114, 100, 106
Cc1ccc2c(c1)c(C)c(C)n2CC(O)CN1CCCCC1C (stereo not drawn)
    98, 104, 98, 0.1, 8, 105, 100, 100
CSc1ccccc1C(=O)Nc1ccccc1C
    101, 99, 116, 0.3, -2, 110, 103, 93
C=CCOC(=O)C1=C(C)N(C)C(=O)NC1c1cc2c(cc1Br)OCO2 (stereo not drawn)
    98, 98, 97, 0.2, 1, 100, 95, 98
O=S(=O)(c1ccc(Br)c2nsnc12)N1CCOCC1
    104, 104, 106, 0.0, -2, 103, 106, 98
O=C1CCC(/C=C/c2ccccc2)=NN1Cc1ccccc1Cl
    108, 95, 107, 0.3, 10, 97, 83, 101
COc1ccccc1-n1nnnc1SCc1ccccc1
    102, 111, 104, -0.1, 1, 101, 104, 113
COc1cc(/C=C/c2ccc3cccc(O)c3n2)c(Br)cc1O
    111, 96, 98, 0.1, 1, 108, 114, 83
Oc1ccc2ccccc2c1N=Nc1ccccn1
    90, 77, 123, 0.0, 74*, 85, 94, 118
Cc1ccc(NS(=O)(=O)c2ccc(CCC(=O)NC3CC3)cc2)cc1
    101, ·, 78, -0.1, 2, 104, 102, 106
CCCN1CNC(=S)N(CC2CCCO2)C1 (stereo not drawn)
    102, 101, 100, -0.2, -1, 105, 101, 98
O=C(Cn1ncc2c(=O)oc3ccccc3c21)NCc1cccnc1
    112, 99, 103, 0.1, 12, 117, 107, 105
CCOC(=O)c1ccc(N2C(=O)c3n[nH]c(C)c3C2c2ccco2)cc1 (stereo not drawn)
    96, 102, 102, -0.1, -2, 98, 102, 100
CCOC(=O)C1CCN(C(=O)c2ccc(Cl)c(S(=O)(=O)N3CCCC3)c2)CC1
    101, 91, 103, -0.2, -2, 99, 110, 70
CCCc1nc(SCC(=O)NC2CC2)c2c(C)c(C)sc2n1
    98, 102, 93, 0.0, 23, 110, 98, 101
Cc1cc(C)nc(NC(=O)c2ccc([N+](=O)[O-])o2)n1
    101, 101, 119, 0.0, 1, 101, 101, 100
COC(=O)c1c(C)nc2ccccc2c1C(=O)O
    104, 109, 103, 0.0, 3, 107, 108, 99
Cc1cccc(NC(=O)c2cc(N3C(=O)CCC3=O)ccc2Cl)n1
    99, 100, 86, 0.2, -1, 98, ·, 92
COC(=O)c1cc(-c2cccc(OC)c2)c2c(=O)[nH]c(=O)n(C)c2n1
    105, 95, 108, 0.3, 4, 107, 103, 97
Cc1c[n+]([O-])n(-c2ccc(C(=O)O)cc2)n1
    100, 111, 102, -0.1, 3, 105, 97, 108
Cc1ccc(CS(=O)(=O)CCC(=O)NCCC2=CCCCC2)cc1
    95, 101, 112, 0.1, 1, 97, 92, 97
Cc1cc(C)cc(NC(=S)NCc2ccc3[nH]c4c(c3c2)CCCC4)c1
    100, 95, 101, 0.2, 22, 93, 89, 97
COc1ccc(C(=O)C2CCCN(Cc3c(O)cccc3OC)C2)cc1OC (stereo not drawn)
    99, 107, 93, -0.1, 6, 104, 104, 101
Cn1c(=O)c(C(=O)COC(=O)c2cc(-c3ccco3)nc3ccccc23)c(N)n(Cc2ccccc2)c1=O
    96, 80, 100, 0.0, -1, 97, 71, 127
CNC(=O)c1[nH]cnc1C(=O)Nc1ccc(C)cc1
    96, 75, 104, 0.1, 25, 88, ·, 112
COc1ccc(CCNC(=O)CSc2nnc3ccc(-c4ccncc4)nn23)cc1
    94, 104, 105, 0.0, -1, 91, 101, 105
CCOC(=O)c1cnn(-c2nc3c(C)cccc3s2)c1C(F)(F)F
    77, 68, 100, -0.1, 1, 80, 91, 70
Cc1ccc2nc(SCC(=O)N(CC(C)C)c3c(N)n(Cc4ccccc4)c(=O)[nH]c3=O)[nH]c2c1
    94, 100, 84, 0.0, 22, 98, 100, 96
N#C/C(=C/c1cccc(O)c1)C(=O)NCc1ccc(Cl)cc1
    104, 98, 100, 0.1, 0, 104, 93, 92
Cc1ccccc1NC(=O)C(=O)NCCc1c[nH]c2ccccc12
    99, 101, 117, -0.2, -1, 101, 98, 104
CC(C)(C)n1cnnc1Sc1ncccc1[N+](=O)[O-]
    100, 117, 125, 0.2, 2, 101, 114, 114
C/C(=N\NC(=O)C1CC1)c1ccccc1O
    101, 107, 102, 0.1, 0, 104, 104, 109
O=C1C2C3C=CC(C4CC34)C2C(=O)N1/N=C/c1ccc(-c2ccc([N+](=O)[O-])cc2)o1 (stereo not drawn)
    102, 99, 97, 0.1, 0, 101, 101, 89
S=c1[nH]nc(COc2ccccc2)n1/N=C/C=C/c1ccccc1
    100, 92, 93, 0.1, 1, 103, 97, 100
COc1ccccc1CNS(=O)(=O)c1c(C(=O)N2CCCCC2)c(C)n(C)c1C
    91, 89, 90, 0.0, 0, 92, 97, 89
Cc1nc2c(C(=O)NCc3cccs3)cnn2c(C)c1Cc1ccccc1
    106, 90, 108, 0.0, 1, 101, 110, 84
CC(NC(=O)Nc1ccc(F)cc1F)c1ccc2c(c1)OCO2 (stereo not drawn)
    120, 100, 102, 0.2, 3, 107, 101, 73
Cc1cc(NC(=O)CSc2nc3c(c(=O)n2-c2ccccc2)SC(C)C3)no1 (stereo not drawn)
    103, 108, 102, -0.1, 7, 100, 109, 102
COc1ccccc1C(=O)Nn1c(C)nc2ccccc2c1=O
    91, 97, 95, 0.1, 5, 103, 107, 97
C#CCCOC(=O)N1C2=NC(C(=O)OC)=C(C(=O)OC)[C@@H]3N(C)c4ccccc4[C@]23C[C@H]1CO
    101, 109, 97, -0.2, 0, 104, 103, 96
CCOC(=O)C1=C(C)N(c2ccc(OCC)cc2)C(=O)/C1=C\c1ccco1
    99, 100, 94, -0.5, -1, 93, 101, 99
O=C(NCCC(=O)N1CCCCCCC1)c1ccc(Cl)cc1
    90, 96, 81, -0.1, 2, 93, 94, 109
CC1=CC(=O)C=C(C)C1=NOc1ccccc1[N+](=O)[O-]
    103, 97, 97, 0.3, 4, 107, 105, 91
C/C(=C1/SC(N2CCOCC2)=NC1=O)c1ccc(Cl)cc1
    101, 105, 83, -0.1, 9, 106, 108, 103
COc1ccc(S(=O)(=O)Nc2ccc(S(=O)(=O)Nc3cc(C)nc(C)n3)cc2)cc1OC
    109, 99, 100, -0.3, -2, 108, 107, 100
COc1ccc(-c2cc(C(=O)OCC(=O)NC(C)(C)C)c3ccccc3n2)cc1
    100, 92, 122, 0.0, 3, 105, 90, 103
CC(=O)N1CCN(C(=O)COc2ccc(Br)cc2)CC1
    95, 96, 99, 0.1, 1, 98, 96, 97
CC(=O)Nc1ccc(S(=O)(=O)N2CCN(CC(O)COc3ccc4ccccc4c3)CC2)cc1 (stereo not drawn)
    91, 88, 90, 0.1, -1, 89, 91, 93
COc1ccc(CCNCC(O)COc2cccc(Br)c2)cc1 (stereo not drawn)
    93, 93, 90, -0.1, -1, 88, 96, 88
CC(C)c1ccc(NC(=S)NN2CCOCC2)cc1
    105, 104, 99, 0.1, 6, 105, 109, 104
CCOC(=O)c1cc2c(C)n(-c3ccc(OCC)cc3)c(C)c2ccc1=O
    95, 94, 94, 0.0, 2, 98, 95, 97
COc1ccc(-c2c(-c3ccc(OCC(=O)NN)cc3O)n[nH]c2C)cc1
    101, 100, 89, 0.0, 44, 96, 89, 104
O=C(NC(=S)Nc1ccc(O)cc1)C1CCCC1
    96, 91, 86, -0.1, 0, 99, 84, 99
Cc1ccn2c(NC3CCCC3)c(-c3ccsc3)nc2c1
    103, 96, 81, 0.2, 13, 107, 96, 97
CSCCC(NC(=O)c1ccccc1Cl)C(=O)N(C)CC(=O)Nc1ccc(N2CCOCC2)cc1 (stereo not drawn)
    100, 106, 90, -0.1, 4, 105, 105, 108

Two compounds picked at random from those above:
Order of results: RPL19A-GFP yeast, AGP1 TOR yeast, CR mimetic SO, Efflux pump inh, AHR activator, MEP2 TOR yeast, CIT2-GFP yeast, LAP4-GFP MLPCN
Cc1cc(C)nc(NC(=O)c2ccc([N+](=O)[O-])o2)n1
    101, 101, 119, 0.0, 1, 101, 101, 100
Cc1cccc(NC(=O)c2cc(N3C(=O)CCC3=O)ccc2Cl)n1
    99, 100, 86, 0.2, -1, 98, ·, 92

Other records
Order of results: RPL19A-GFP yeast, AGP1 TOR yeast, CR mimetic SO, Efflux pump inh, AHR activator, MEP2 TOR yeast, CIT2-GFP yeast, LAP4-GFP MLPCN
CCOC(=O)C1=C(C)NC(SC(C)=O)=NC1c1ccc(OC(C)=O)c(OC)c1 (stereo not drawn)
    ·, 100, 105, -0.1, 5, 102, 101, 94
CC(=O)c1c(C)[nH]c(C(=O)COC(=O)c2cc(C)oc2C)c1C
    101, 104, 91, -0.1, 1, 108, 104, 110
Cc1ccc(-c2csc(N3CCC[C@@H]3C(=O)NCCn3c(C(F)(F)F)nc4ccccc43)n2)cc1
    94, 84, 89, -0.1, 1, 91, 64, 123
CCOC(=O)Nc1sc2c(c1C#N)CCCC2
    92, 91, 101, -0.1, 1, 92, 95, 85
CC(C)CC[n+]1ccn(-c2nc3ccccc3nc2[N-]S(=O)(=O)c2ccc(Cl)cc2)c1
    98, 103, 99, 0.0, -1, 87, 92, 99
CC(C)CNc1nc(N)c([N+](=O)[O-])c(N2CCCCCC2)n1
    100, 106, 89, -0.1, 2, 103, 106, 106
COc1ccccc1C1CC(=O)n2c(nc(-c3ccccc3)c2-c2ccccc2)S1 (stereo not drawn)
    99, 98, 90, 0.2, 17, 102, 92, 100
O=C1CCCN2N=C(SCC(=O)Nc3nc4ccccc4s3)SC2=N1
    102, 107, 102, 0.0, 14, 107, 110, 99

Quoted from the listing:
Result of CCOC(=O)C1=C(C)N(c2ccc(OCC)cc2)C(=O)/C1=C\c1ccco1 under AGP1 TOR yeast: 100
Result of C/C(=N\NC(=O)C1CC1)c1ccccc1O under AHR activator: 0
Result of S=c1[nH]nc(COc2ccccc2)n1/N=C/C=C/c1ccccc1 under Efflux pump inh: 0.1

Single records, from the list above:
CC(C)CNc1nc(N)c([N+](=O)[O-])c(N2CCCCCC2)n1 is entered as RPL19A-GFP yeast: 100; AGP1 TOR yeast: 106; CR mimetic SO: 89; Efflux pump inh: -0.1; AHR activator: 2; MEP2 TOR yeast: 103; CIT2-GFP yeast: 106; LAP4-GFP MLPCN: 106
CCOC(=O)C1=C(C)NC(SC(C)=O)=NC1c1ccc(OC(C)=O)c(OC)c1 (stereo not drawn) is entered as RPL19A-GFP yeast: ·; AGP1 TOR yeast: 100; CR mimetic SO: 105; Efflux pump inh: -0.1; AHR activator: 5; MEP2 TOR yeast: 102; CIT2-GFP yeast: 101; LAP4-GFP MLPCN: 94
CC(C)CC[n+]1ccn(-c2nc3ccccc3nc2[N-]S(=O)(=O)c2ccc(Cl)cc2)c1 is entered as RPL19A-GFP yeast: 98; AGP1 TOR yeast: 103; CR mimetic SO: 99; Efflux pump inh: 0.0; AHR activator: -1; MEP2 TOR yeast: 87; CIT2-GFP yeast: 92; LAP4-GFP MLPCN: 99
